SV40 large T antigen: SV40 large T antigen inhibitors, biochemical (AID 1903). SV40 large T antigen ATPase/helicase inhibition assay; higher % means a stronger effect. 310,000 tested, 0.39% active. inhibition, % at 20 µM; hits with a dose series show IC50 in µM; in the data active means a potency from the dose series; further: strong numbers were not always called active
AID2073: inhibitors of Mint1-CaV2.2 protein interaction, biochemical, HTRF (AID 2073) | 290,000 tested, 0.19% active | HTRF protein-protein interaction, Mint1-CaV2.2; higher % means a stronger effect | inhibition, % at 20 µM; hits with a dose series show IC50 in µM; in the data active means inhibition mostly above about 51%, no sharp cut-off; further: some results filed as inactive read as strong as hits
Rac1 GTP hydrolysis: MgcRacGAP GTPase-activating activity inhibitors, confirmation, biochemical, ADP Hunter fluorescence; MgcRacGAP-stimulated Rac1 GTP hydrolysis, ADP Hunter fluorescence; higher % means a stronger effect; GST-tagged Rac1 F28L mutant substrate; 340,000 tested, 0.6% active; inhibition, % at 30 µM, or IC50 in µM where a hit was titrated;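 active means first-screen hits whose inhibition reached a set limit at any dose in the follow-up dose series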;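 further: fluorescence reports GDP produced by GAP-driven GTP hydrolysis; strong numbers were not always called active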
Dengue-2 NS5 capping: Dengue-2 NS5 methyltransferase inhibitors, primary screen, biochemical, confirmation dose response (AID 588689) | inhibition, % at 25 µM, or IC50 in µM where a hit was titrated | Dengue-2 NS5 methyltransferase capping enzyme assay, biochemical; higher % means a stronger effect | 340,000 tested, 0.3% active; in the data active means a potency from the dose series
UTI89 phage lysis: inhibition of K1F phage lysis, E. coli UTI89, bacterial capsule biogenesis inhibitors, alamar blue (AID 488966); E. coli UTI89 K1F phage lysis, alamar blue, 2 h; higher % means a stronger effect; inhibition, % at 100 µM; hits with a dose series show IC50 in µM; 340,000 tested, 0.02% active;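 active means phage lysis inhibition, versus mean bacterial control, above a set limit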;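 further: capsule biogenesis inhibitors block K1F phage lysis so surviving cells raise fluorescence; higher fluorescence means more inhibition of phage lysis; actives were called in the ten point dose series up to 300 µM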
West Nile antiviral: West Nile virus antiviral activity, cell-based, CPE readout (AID 1621); one-dose CPE inhibition, % at 10 µM; IC50 in µM for titrated hits; 290,000 tested, 0.02% active; West Nile virus-infected cells, CPE inhibition; higher % means a stronger effect; in the data active means a potency from the dose series; further: strong numbers were not always called active
Siah-1 displacement: blockers of Siah-1 interaction with plectin peptide – biochemical, fluorescence polarization, rhodamine-plectin, uHTS, primary screen (AID 1817). Siah-1 / rhodamine-plectin peptide fluorescence polarization; higher % means a stronger effect. displacement, % at 20 µM, or IC50 in µM where a hit was titrated. 290,000 tested, 0.02% active;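 active means displacement of at least 50% at 20 µM, with a fluorescence ratio check between 0.3 and a set limit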;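 further: plate controls were Siah plus tracer with DMSO for no effect and tracer alone without Siah for full effect; strong numbers were not always called active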
RSV antiviral HEp-2: inhibition of RSV-induced cytopathic effect – HEp-2 cells, primary 10 µM value included (AID 2391). HEp-2 cells, RSV-induced CPE inhibition; higher % means a stronger effect. 310,000 tested, 0.13% active. CPE inhibition, % at 10 µM; hits with a dose series show IC50 in µM; in the data active means a potency from the dose series; further: strong numbers were not always called active
NTR1 ag: NTR1-driven beta-arrestin-GFP spot formation – imaging, U2OS cells, high content, primary screen (AID 493036); 330,000 tested, 0.17% active; P30989; agonist mode; activation, % at 20 µM;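 active means activation at or above 40% of the spot to cytoplasm intensity ratio, with at least 20 cells analyzed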;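 further: 0% = DMSO without peptide and 100% = 100 nM NTR1 peptide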
Target sequence (P30989 whole entry, looked up): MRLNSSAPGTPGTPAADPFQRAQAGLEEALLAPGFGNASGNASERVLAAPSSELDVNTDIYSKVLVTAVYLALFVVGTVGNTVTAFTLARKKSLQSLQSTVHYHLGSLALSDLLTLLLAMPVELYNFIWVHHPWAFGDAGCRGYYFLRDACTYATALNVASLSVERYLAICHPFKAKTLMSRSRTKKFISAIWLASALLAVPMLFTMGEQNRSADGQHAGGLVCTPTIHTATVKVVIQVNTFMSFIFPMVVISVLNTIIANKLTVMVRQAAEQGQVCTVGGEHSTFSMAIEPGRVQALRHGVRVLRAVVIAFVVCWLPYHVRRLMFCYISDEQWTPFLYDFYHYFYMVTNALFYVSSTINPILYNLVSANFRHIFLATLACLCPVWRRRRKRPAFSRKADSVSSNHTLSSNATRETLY
NTR1 ag cell count 20 µM: further read-out of NTR1 ag, marked with its call; cell count; measured here: cell count, cytotoxicity flag
Dengue-2 NS5 capping pilot replicate: second read-out of Dengue-2 NS5 capping, no call of its own (marks repeat the call); inhibition, %; measured here: pilot screen replicate inhibition
Starred values were filed as active, the others as inactive; nt = not tested or not shown; [ ] = another dose, or the depositor's remark.

SMILES	SV40 large T antigen	AID2073	Rac1 GTP hydrolysis	Dengue-2 NS5 capping	UTI89 phage lysis	West Nile antiviral	Siah-1 displacement	RSV antiviral HEp-2	NTR1 ag	NTR1 ag cell count 20 µM	others
CCN(C[C@H]1N[C@@](CC)(C(=O)OC)[C@H]2C(=O)N(C)C(=O)[C@@H]12)C(=O)c1ccc(C(C)(C)C)cc1	nt	nt	3.0%	-10.2%	0.1%	nt	nt	nt	2.2	45	Dengue-2 NS5 capping pilot replicate=-1.2
CCN(CC)S(=O)(=O)c1cccc(C(=O)NCCCN2CCOCC2)c1	15.4%	-3.1%	4.6%	-5.4%	2.9%	-0.2%	2.1%	-0.2%	-0.8	56
COc1ccccc1NS(=O)(=O)c1cc(NC(=O)c2ccco2)ccc1N1CCOCC1	10.0%	8.1%	4.3%	-2.3%	0.1%	0.6%	-1.0%	5.0%	3.0	65
CCc1nnc(NC(=O)c2nc(S(=O)(=O)Cc3ccc(C)cc3)ncc2Cl)s1	14.2%	28.2%	13.9%	>100µM*	-0.1%	-0.7%	7.6%	-2.1%	0.7	45
O=C(COc1ccc(Br)cc1)Nc1ccc(C(=O)Nc2ccccc2C(=O)O)cc1	12.1%	18.4%	9.1%	-11.4%	-1.5%[50 µM]	0.4%	4.8%	1.9%	3.0	63
CCC(NC(=O)Nc1cc(OC)c(OC)c(OC)c1)(C(F)(F)F)C(F)(F)F	14.6%	-10.7%	6.2%	-0.8%	-0.4%	0.5%	-0.9%	0.8%	-1.1	87
Cc1c(C(=O)O)cccc1[N+](=O)[O-]	nt	nt	-0.6%	-5.1%	-0.8%	nt	nt	0.7%	-1.3	58
Cc1noc(C)c1C(=O)OCC(=O)Nc1ccc(S(N)(=O)=O)cc1	nt	nt	6.0%	-8.8%	0.1%[50 µM]	nt	nt	3.8%	-1.5	50
CCCCOC(=O)c1ccc(NC(=O)C(=O)NCc2cccnc2)cc1	11.7%	-10.8%	7.3%	-1.6%	1.6%	0.6%	-2.7%	0.7%	0.8	52
Cc1cc(C)c2c(N)c(C(=O)N/N=C/c3ccccc3)sc2n1	7.1%	-6.7%	9.2%	-3.1%	1.0%	-0.3%	9.6%	0.6%	7.7	41
Nc1c(-c2ccc(Cl)cc2)cnc2ncnn12	-0.2%	0.3%	4.3%	-7.5%	0.5%	1.0%	0.5%	6.2%	-2.9	106	Dengue-2 NS5 capping pilot replicate=-3.9
Nc1ccc(-n2nnnc2-c2ccco2)cc1	12.2%	-8.7%	3.4%	2.3%	-0.2%	nt	1.6%	1.1%	1.0	93
C=CCNC(=O)c1ccccc1NS(=O)(=O)c1ccc(SC)cc1	-4.7%	4.9%	4.5%	4.8%	5.4%	0.0%	-0.4%	0.9%	3.5	52
CC1CN(c2nc3ccccn3c(=O)c2C=O)CC(C)O1 (stereo unspecified)	nt	13.0%	4.8%	2.4%	0.2%	0.2%	1.3%	1.9%	0.2	27
CCc1ccc(/C=C(/C#N)C(N)=S)s1	6.6%	7.4%	9.7%	0.0%	-0.6%	-0.3%	12.2%	1.7%	3.8	78

Reprinted at random: 5 compounds from above, in no set order.
SMILES	SV40 large T antigen	AID2073	Rac1 GTP hydrolysis	Dengue-2 NS5 capping	UTI89 phage lysis	West Nile antiviral	Siah-1 displacement	RSV antiviral HEp-2	NTR1 ag	NTR1 ag cell count 20 µM	others
Nc1ccc(-n2nnnc2-c2ccco2)cc1	12.2%	-8.7%	3.4%	2.3%	-0.2%	nt	1.6%	1.1%	1.0	93
COc1ccccc1NS(=O)(=O)c1cc(NC(=O)c2ccco2)ccc1N1CCOCC1	10.0%	8.1%	4.3%	-2.3%	0.1%	0.6%	-1.0%	5.0%	3.0	65
CCc1nnc(NC(=O)c2nc(S(=O)(=O)Cc3ccc(C)cc3)ncc2Cl)s1	14.2%	28.2%	13.9%	>100µM*	-0.1%	-0.7%	7.6%	-2.1%	0.7	45
Cc1noc(C)c1C(=O)OCC(=O)Nc1ccc(S(N)(=O)=O)cc1	nt	nt	6.0%	-8.8%	0.1%[50 µM]	nt	nt	3.8%	-1.5	50
CCN(C[C@H]1N[C@@](CC)(C(=O)OC)[C@H]2C(=O)N(C)C(=O)[C@@H]12)C(=O)c1ccc(C(C)(C)C)cc1	nt	nt	3.0%	-10.2%	0.1%	nt	nt	nt	2.2	45	Dengue-2 NS5 capping pilot replicate=-1.2

Additional structures:
SMILES	SV40 large T antigen	AID2073	Rac1 GTP hydrolysis	Dengue-2 NS5 capping	UTI89 phage lysis	West Nile antiviral	Siah-1 displacement	RSV antiviral HEp-2	NTR1 ag	NTR1 ag cell count 20 µM	others
CCc1cc(C(=O)N2CCCC(C(=O)c3ccc(C(F)(F)F)cc3)C2)n(C)n1 (stereo unspecified)	nt	5.5%	10.5%	-8.1%	3.0%	-0.4%	1.6%	nt	0.2	73
CCN(CC)C(=S)SC1CCCCN(C(=O)c2ccc(F)cc2)C1=O (stereo unspecified)	7.1%	0.5%	4.0%	0.0%	0.4%	0.2%	10.0%	1.1%	0.3	39
O=C(Cn1cnc2nc3n(c2c1=O)CCC3)NCc1ccccc1	7.0%	-11.7%	6.1%	-9.0%	0.0%	-0.5%	3.0%	2.0%	-2.1	74
Cc1[nH]c2ccccc2c1CC(=O)O	11.7%	-8.2%	9.7%	0.0%	4.5%	0.3%	-2.9%	0.2%	-0.3	66
COc1ccccc1N1CCN(CCCC(=O)c2ccc(F)cc2)CC1	6.7%	-3.3%	8.1%	-2.9%	2.3%	-0.6%	4.1%	-0.1%	-2.4	62
Cc1cc(C(=O)OCC(=O)Nc2ccccc2C)c(C)o1	nt	nt	2.1%	-10.7%	0.6%[50 µM]	nt	nt	1.6%	-0.6	35
CCC1=NN(C(=O)COc2ccccc2C)C(O)(c2ccncc2)C1 (stereo unspecified)	nt	-1.4%	12.2%	0.0%	0.2%	-0.1%	5.6%	1.6%	-1.3	85

Source: PubChem (several laboratories)

Outcome played no part in choosing rows (roughly 1.6% active in at least one column).
